Source: PubChem
SKBR3 24h inh – SK-BR-3 proliferation inhibitors; SK-BR-3 viability, CellTiter-Glo ATP luminescence, 24 h; hits give low values; viability, % at 10 µM; actives 0.47% (n = 41,000); AID 847;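 active = viability at or below the median of all test compounds minus 3 SD, in both replicates if run twice, cut at about 45% in these data; inconclusive = duplicate replicates that disagree with each other; inactive = viability above that cutoff in every replicate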;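 also: 100% = median untreated cell wells and 0% = median positive control drug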
* = called active by the depositor; ? = inconclusive.

SMILES	SKBR3 24h inh
Cc1cccc(NC(=O)CC(C)(C)C)c1	86.3
CCOC(=O)N1CCN(CC(=O)Nc2ccc(C)c(Br)c2)CC1	70.8
CCOC(=O)c1ccc2nc(NC(NC(C)=O)(C(=O)OC)C(F)(F)F)sc2c1 (stereo not given)	86.8
CCCCNC(=O)CN1CCC2(O)CCCCC2C1c1ccccc1OC (stereo not given)	93.1
Cn1c(=O)[nH]c(=O)c2c1nc(N1CCNCC1)n2Cc1cccc2ccccc12	107.3
CSc1ccc(C2C(C#N)=C(N)N(c3ccccc3)C3=C2C(=O)CCC3)cc1 (stereo not given)	81.6
CCOC(=O)c1cnc2c(C(=O)OC)cccc2c1NCCN1CCOCC1	78.0
COC(=O)c1ccc(Oc2nc(C)cc(Oc3ccccc3)n2)cc1	85.5
CCCCOCC(O)CN1CCN(C(C)=O)CC1 (stereo not given)	122.1
CCOC(=O)C1CCN(C(=O)Nc2ccc(Cl)cc2Cl)CC1	90.8
COc1ccc(CNC(=O)c2c(C)cc(=O)oc2C)cc1OC	83.1
CC(=O)Nc1cccc(-c2nc3ccccc3c(=O)o2)c1	92.4
O=C(CSc1nnc2scc(-c3ccc(F)cc3)n12)NCc1ccco1	95.3
COc1ccc(OC)c(NC(=O)Cc2nn(C)c(=O)c3ccccc23)c1	93.3
Cc1cccc(N(C2C=CS(=O)(=O)C2)S(=O)(=O)c2ccccc2)c1 (stereo not given)	96.3
COCCN(Cc1ccccc1)P(=O)(O)c1ccccc1OCC(=O)O	103.9
Cc1nc(N2CCOCC2)c2oc3ccccc3c2n1	64.6
CN1CCN(C(=O)C2C3C=CC(C3)C2C(=O)O)CC1 (stereo not given)	108.8
COCC(=O)Nc1nnc(C2CCCCC2)s1	87.7
CC12CN3CC(C)(CN(C1)C3c1ccc3ccccc3c1O)C2=O (stereo not given)	108.5

Quoted from the listing.
SKBR3 24h inh with `COCCN(Cc1ccccc1)P(=O)(O)c1ccccc1OCC(=O)O` is entered as 103.9
SKBR3 24h inh with `CCOC(=O)c1ccc2nc(NC(NC(C)=O)(C(=O)OC)C(F)(F)F)sc2c1` (stereo not given) is entered as 86.8

Next results follow:
SMILES	SKBR3 24h inh
Cc1ccc(-c2nnn(CC(=O)N(Cc3ccccc3)C(C(=O)NC3CCCC3)c3ccncc3)n2)o1 (stereo not given)	76.3
CN1CCc2nc(SCC(=O)Nc3ccc(Cl)cc3)c(C#N)cc2C1	99.3
Cc1ccc(Cn2ccc(NC(=O)c3cc(-c4ccc(F)cc4)on3)n2)cc1	83.7
CCNc1nc(Oc2ccc(=O)n(-c3ccccc3)n2)nc(N2CCOCC2)n1	88.6
COc1ccc(OC)c(C2=C[N+](=O)C(C)(C)C(C)(C)N2[O-])c1	95.2
COc1ccc(Nc2nc(C)cc(C)c2C#N)cc1	109.5
CCCC(=O)OCCNC(=O)c1cc2ccccc2oc1=O	94.7
Cc1ccc2nc(NC(=O)CN3CCOCC3)sc2c1	93.4
Cc1c(NC(=O)N2CCCCCC2)c(=O)n(-c2ccccc2)n1C	85.3
Cc1ccc(SCc2cc(=O)[nH]c(N3CCN(Cc4ccc5c(c4)OCO5)CC3)n2)cc1	?
CCn1c(SCC(=O)c2ccccc2)nnc1-c1cc2cc(Br)ccc2o1	79.2
CCOc1ccc(NS(=O)(=O)c2ccc(SC)cc2)cc1	93.3
COc1ccccc1N1CCN(c2nc3ccccc3n3nnnc23)CC1	82.5
O=C(COc1ccc(C(=S)N2CCOCC2)cc1)N1CCCC1	93.2
COc1ccc(N2CC(C)Cn3c2nc2c3c(=O)[nH]c(=O)n2C)cc1 (stereo not given)	93.0
CC(C)C1Cc2c(sc3c2c(=O)n(Cc2ccccc2)c2nncn32)CO1 (stereo not given)	71.3
CC(=O)N1c2c(cc(Br)cc2S(=O)(=O)NCc2cccnc2)CC1C (stereo not given)	90.5
Brc1cnc(N2CCOCC2)nc1N1CCCCC1	106.4
CC(C)c1ccc(C2CC(=O)N3CN(Cc4ccco4)CSC3=C2C#N)cc1 (stereo not given)	92.6
COc1ccc(-c2nnc(SCC(=O)N3CCCC(C)C3)o2)c(OC)c1 (stereo not given)	95.8
CC(c1ccccc1)N1CNc2c(c(=O)n(C)c(=O)n2C)C1 (stereo not given)	133.5
COc1ccc(-c2noc(-c3ccc(Br)o3)n2)cc1OC	91.2
OC(COc1cccc2ccccc12)CN1CCN(c2ccccn2)CC1 (stereo not given)	96.1
COc1ccc(C(=O)N(CN2CCCC2=O)c2nccs2)cc1OC	92.8
O=C1c2ccccc2C(=O)N1CCc1nn[nH]n1	99.6
Cc1ccc(C(CC(=O)O)Nc2nc(N3CCCCC3)nc(N3CCCCC3)n2)cc1 (stereo not given)	80.9
CCSc1ncc(Cl)c(C(=O)N(Cc2ccc(N(C)C)cc2)C2CCS(=O)(=O)C2)n1 (stereo not given)	94.8
Cc1cc(-c2nn3c(C)nnc3s2)ccc1NC(=O)C(C)(C)C	86.3
O=C(CN1CCN(c2cccc(Cl)c2)CC1)N1CCCC1	89.6
C=CCSc1nc2nc(C)cc(C)n2n1	65.7
CCOC(=O)c1cnc(Nc2ccc(OCC)cc2)nc1C	74.9
CC1(C)CC(=O)C2=C(C1)NC(Nc1nc3ccccc3o1)=NC21CCCC1	86.9
CCn1c(SCC(=O)Nc2ccccc2OC)nnc1-c1cnccn1	83.4
CC(=O)C1=C(O)C(=O)N(Cc2ccccc2)C1c1ccco1 (stereo not given)	101.5
CCOC(=O)C1=C(C)NC(=O)NC1C (stereo not given)	138.9
CC12CCC(=O)N1c1c(sc3nc(N4CCOCC4)c4c(c13)CCCC4)C(=O)N2 (stereo not given)	92.6
O=C(Nc1cccc(-c2nc3ccccc3[nH]2)c1)c1cccc(NC(=O)c2ccco2)c1	?
Cc1cccc(OCC(=O)N2CCC(N3CCOCC3)CC2)c1	79.5
O=C(NCc1cccnc1)NC1(C(F)(F)F)Oc2ccccc2O1	118.5
CC(=O)OC1CC(C)N(C(=O)c2ccccc2)c2ccc(C)cc21 (stereo not given)	107.0
CC1(C)CC(=O)C2=C(C1)OC(N)=C(C#N)C21C(=O)N2CCCc3cccc1c32 (stereo not given)	96.1
COCCn1cc(C(=O)N2CCN(C)CC2)c2c3ccccc3n(C)c2c1=O	91.2
CCOc1ccccc1OCC(=O)Nc1ccc(S(=O)(=O)Nc2ncccn2)cc1	90.2
CCOc1ccc2nc(NC(=O)CSc3nc4cccnc4n3C)sc2c1	95.0
Cc1csc(CCc2nc(C)cs2)n1	91.9
O=C(Nc1ccc2c(c1)OCCO2)c1ccc(Br)o1	83.2
COCCNC(=O)CCn1c(=O)oc2ccccc21	93.6
O=C(c1ccc2c(=O)n(-c3ccccc3)c(=O)[nH]c2c1)N1CCCCC1	88.4
CC(=O)Nc1ccc(NC(=O)c2ccco2)cc1	80.8
COc1cccc(CNCCSc2nnnn2C)c1	85.5
COc1ccc(N2CC(C)Cn3c2nc2c3c(=O)n(Cc3ccc(F)cc3)c(=O)n2C)c(OC)c1 (stereo not given)	108.2
CCOc1cccc(C(=O)Nc2nnc(-c3ccco3)s2)c1	92.0
Cc1ccc(S(=O)(=O)NCCCNC(=O)N2CCOCC2)cc1	79.0
COc1cccc(-c2csc3nnc(SCC(=O)NCc4cccs4)n23)c1	78.3
CCOC(=O)NC(=O)CSc1nc(C)cc(C(F)(F)F)c1C#N	112.4
Cc1ccc(N2CC(C(=O)N3CCCc4ccccc43)CC2=O)cc1 (stereo not given)	82.8
CC1(C)Cc2cccc(OCC(=O)O)c2O1	83.5
COC(=O)c1cc(OC)c(OC)cc1N	73.6
CCOc1cccc(-c2nnc3sc(-c4cc(OC)c(OC)c(OC)c4)nn23)c1	71.7
Cc1ccc(C2/C(=C(/O)c3ccc(Br)cc3)C(=O)C(=O)N2Cc2ccco2)o1 (stereo not given)	106.4

(cont.)
SMILES	SKBR3 24h inh
Cc1cc(C(=O)OCC(=O)N2CCN(c3ccccc3)CC2)c2ccccc2n1	71.2
CCC(=Nc1ccc(N)cc1)C1=C(O)C(C(=O)OC)C(C)(C)CC1=O (stereo not given)	93.1
Cc1cccc2sc(NC(=O)CNS(=O)(=O)c3ccc(Br)s3)nc12	80.2
O=C(OCCN1CCOCC1)c1ccc2c(c1)OCCO2	91.6
CCOC(=O)C1C(=O)NC(N2CCc3ccccc32)=NC1c1ccccc1 (stereo not given)	101.0
CC1(C)CC(=O)C(C=NCc2ccc3c(c2)OCO3)=C(O)C1	156.3
COCCCNC(=O)c1cn(Cc2c(F)cccc2Cl)nn1	123.4
CCOc1ccc(S(=O)(=O)n2ccc(C)n2)c2ccccc12	76.9
N=c1n(Cc2ccccc2)c2ccccc2n1CC(O)COc1ccccc1 (stereo not given)	78.2
O=C(NCC(=O)N(c1ccc(F)cc1)C(C(=O)NCC1CCCO1)c1ccccc1)c1ccco1 (stereo not given)	62.0
COc1ccccc1N(CC(=O)Nc1ccc(F)c(F)c1)S(C)(=O)=O	83.1
N#Cc1nc(Cc2cccc3ccccc23)oc1NCc1ccc2c(c1)OCO2	96.4
Cc1ccc(OCC(=O)Nc2ccc3c(c2)nc(CCN2CCOCC2)n3C)cc1	99.2
CCOCCCNC(=O)c1c(-c2ccccc2)noc1C	75.6
OC12CCCCC1C(c1ccc3c(c1)OCO3)N(Cc1cccc(F)c1)CC2 (stereo not given)	67.0
O=C(Nc1cccc(Cl)c1)c1ccc2c(=O)n3c(nc2c1)CCCCC3	65.1
NC(=O)c1c(C(F)(F)F)cc(-c2ccccc2)nc1NCCO	79.5
COc1ccc(C2C(C(=O)NCc3ccccc3)=C(C)Nc3ncnn32)cc1OC (stereo not given)	61.7
COC(=O)c1ccc(=O)n(-c2ccc(OC)cc2)c1	100.5
COc1cc2c(cc1OC)C(C(=O)N1CCCC1)C(c1ccccc1F)N(C)C2=O (stereo not given)	117.5

Seven of the compounds above, with bars between the fields.
canonical_smiles | SKBR3 24h inh
C=CCSc1nc2nc(C)cc(C)n2n1 | 65.7
CCOC(=O)c1cnc(Nc2ccc(OCC)cc2)nc1C | 74.9
CC1(C)CC(=O)C2=C(C1)NC(Nc1nc3ccccc3o1)=NC21CCCC1 | 86.9
CCn1c(SCC(=O)Nc2ccccc2OC)nnc1-c1cnccn1 | 83.4
CC(=O)C1=C(O)C(=O)N(Cc2ccccc2)C1c1ccco1 (stereo not given) | 101.5
CCOC(=O)C1=C(C)NC(=O)NC1C (stereo not given) | 138.9
CC12CCC(=O)N1c1c(sc3nc(N4CCOCC4)c4c(c13)CCCC4)C(=O)N2 (stereo not given) | 92.6

Remaining list, next part.
SMILES	SKBR3 24h inh
O=C(C1CCC(Cn2c(=S)[nH]c3ccccc3c2=O)CC1)N1CCN(c2ccccc2)CC1 (stereo not given)	96.4
COc1ccccc1N1CCN(S(=O)(=O)c2ccc3c4c(cccc24)C(=O)N3C)CC1	86.2
COc1ccc(OCC(=O)N(C)Cc2ccccc2)cc1	88.8
COc1ccc(-c2c3c(=O)n(C)c(=O)n(C)c3cn2NC(C)=O)cc1	85.1
CCCCOCCCNC(=O)N[C@@H](CCSC)C(=O)OC	79.2
Cc1occc1C(=O)NC(C)C(C)(C)C (stereo not given)	105.0
CCSc1nnc(NC(=O)c2ccc(Br)s2)s1	87.5
CCOC(=O)c1ccc(N=Cc2nc(-c3ccccc3)oc2OC(C)=O)cc1	90.7
CCc1ccc2oc(=O)cc(CN3CCC(C)CC3)c2c1	78.0
COc1ccc(OC)c(N(CC(=O)Nc2ccc3c(c2)OCO3)S(=O)(=O)c2ccccc2)c1	89.1
CCOC(=O)c1c(C2COc3ccccc3O2)csc1N (stereo not given)	134.2
CC(C)(C)c1nc(CN2CCOCC2)ccc1O	93.7
CC(=O)c1ccc(N2CCN(C(=O)c3ccco3)C(C)C2)c(F)c1 (stereo not given)	106.2
COC(=O)Cc1nnc(NC(=O)c2ccccc2)s1	92.7
Cc1ccc(-c2nc(CN(C)C)cc(CN(C)C)c2O)cc1	82.1
CC1CCN(S(=O)(=O)c2ccc(S(=O)(=O)N3CCN4CCCC4C3)cc2)CC1 (stereo not given)	93.6
CCOC(=O)C1=C(C)NC(=O)NC1c1cc2c(cc1Br)OCO2 (stereo not given)	93.1
FC(F)(F)c1cccc(OCCOCCn2cncn2)c1	102.3
O=S1(=O)N=C(N2CCN(Cc3ccc4c(c3)OCO4)CC2)c2ccccc21	97.4
Cc1ccnc(NS(=O)(=O)c2ccc(NC(=O)C3CCCCC3C(=O)O)cc2)n1 (stereo not given)	65.3
C(=N\c1nc2ccccc2n1Cc1ccccc1)/c1cccs1	80.7
O=C1C2C(c3ccccc3)C=CC(c3ccccc3)C2C(=O)N1CCO (stereo not given)	108.5
O=C(Cn1nnc(-c2cccs2)n1)OC1CCCCC1	75.0
Cc1cc(NC(=O)CSc2nc3c(c(=O)n2-c2ccc(Cl)cc2)SCC3)no1	91.5
CCC(=O)Nc1cccc(NC(=O)c2cccnc2)c1	116.9
Cn1c(CNC(=O)Nc2cccc(Cl)c2)nnc1SCc1ccccc1	104.5
CCCCc1nc(NCC2CCCO2)c(C#N)c2c1COC(C)(C)C2 (stereo not given)	81.5
O=C(CN1C(=O)c2ccccc2S1(=O)=O)Nc1ccc(S(=O)(=O)N2CCCCC2)cc1	92.6
Cc1ccc(-c2noc(CCC(=O)Nc3ccc4c(c3)OCO4)n2)cc1	84.4
CCOc1cc(-c2ccc(N)c(OCC)c2)ccc1N	85.2
O=C(c1cc(-c2ccc3c(c2)OCO3)on1)N1CCN(c2ccccc2)CC1	82.3
CCC1CCCCN1C(=O)c1nn2cccnc2c1Cl (stereo not given)	82.1
COc1cc2c(cc1OC)-c1cc(N3CCCCCC3)nc(=O)n1CC2	98.7
Cc1cc(NS(=O)(=O)c2ccc(NC(=O)Nc3ccccc3)cc2)no1	98.1
O=C(NC12CC3CC(CC(C3)C1)C2)c1cc2nc(-c3ccco3)cc(C(F)(F)F)n2n1	88.7
COc1ccc(-c2cc(C(F)(F)F)n3nc(C(=O)N4CCCC4)cc3n2)cc1	94.3
Clc1ccc(CSc2nnc(-c3ccncc3)o2)c(Cl)c1	90.7
O=C(O)c1ccc(CSc2n[nH]c(-c3ccco3)n2)cc1	101.3

An excerpt. The share of hits here may be higher or lower than overall.
